From PubChem BioAssay
Pin1 inh: inhibitors of human Pin1 | Pin1 FP peptide displacement, HiFluor488, 10 min | Potency, µM (highest dose often 115 µM), for the others: at the top dose activity, negative = inhibition, actives largely listed as inhibitors | hit rate 0.009% among 390,000; active means well fitted inhibition curve with a large enough effect in the polarisation, with a control signal flat, not every such curve was filed as active; inconclusive means small, poorly fitted or top-dose-only effect, or effect the other way, or a change in a side signal; inactive means no such curve, though single readings can be large or run the other way; the % refers to the polarisation; further: on the % scale 0 is the no-effect control and ±100 the full control effect
Target sequence (Q13526 whole entry, looked up): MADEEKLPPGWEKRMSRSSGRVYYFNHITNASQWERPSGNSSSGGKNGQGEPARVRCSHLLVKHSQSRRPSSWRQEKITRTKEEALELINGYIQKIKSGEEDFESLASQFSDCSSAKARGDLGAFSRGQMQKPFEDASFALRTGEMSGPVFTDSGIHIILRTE
POLI inh: inhibitors of human DNA polymerase iota; Q9UNA4; Pol iota fluorescent replication assay, 10 min; hit rate 1% among 390,000; Potency, µM (top dose mostly 115 µM), inactives show at the highest dose activity, negative = inhibition, actives largely listed as inhibitors
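Fluorescent replication assay read twice, at 0 min and 10 min after adding 50 nM (final) substrate. Enzyme (10 nM) and compounds were first incubated 15 min at room temperature; enzyme-free buffer wells were negative controls.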
JMJD2A Tudor inh: inhibitors of human JMJD2A Tudor domain. O75164. AlphaScreen JMJD2A-Tudor / H3K4me3 peptide binding. Potency, µM (highest dose often 114 µM), inactives show at the top dose activity change, negative = inhibition, usual class: inhibitors. hit rate 4.4% among 390,000. AID 504339; further: on the % scale 0 is the no-effect control and ±100 the full control effect; nearly all actives have a fitted effect of over 50% in size
BLM helicase inh: blocks DNA unwinding by human BLM helicase; recombinant BLM DNA unwinding, fluorescence dequenching; hit rate 0.2% among 350,000; P54132; Potency, µM (highest dose often 56.1 µM), inactives show top-dose activity change, negative = inhibition, usual class: inhibitors;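 further: plate controls were vehicle for no effect and no enzyme for full effect; nearly all actives have a fitted effect of over 35% in size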
PGK inhibitor: inhibitors of T. brucei phosphoglycerate kinase; P07378; PGK/GAPDH coupled, Kinase-Glo luminescence, 60 min; hit rate 0.043% among 380,000; Potency, µM (highest dose often 57.5 µM), without a hit: top-dose activity change, negative = inhibition, actives largely listed as inhibitors; further: on the % scale 0 is the no-effect control and ±100 the full control effect; nearly all actives have a fitted effect of over 60% in size
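Luminescent ATP detection (Kinase-Glo Plus) follows a 60-minute room-temperature incubation, with wells lacking PGK as controls. Buffer: 100 mM TEA (pH 7.6), 5 mM MgCl2, 0.01% Tween-20. Coupling enzyme GAPDH (100 nM final) supplies unstable 1,3-BPG in-well.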
HP1b binding inh: HP1-beta chromodomain-methylated histone interaction inhibition; P83916; AlphaScreen HP1-beta / biotin-H3K9me3 peptide binding; Potency, µM (series often up to 114 µM), without a hit: at the highest dose activity change, negative = inhibition, most hits filed as inhibitors; hit rate 0.56% among 390,000; further: nearly all actives have a fitted effect of over 70% in size; inactives centre near 23
Target sequence (P83916 whole entry, looked up): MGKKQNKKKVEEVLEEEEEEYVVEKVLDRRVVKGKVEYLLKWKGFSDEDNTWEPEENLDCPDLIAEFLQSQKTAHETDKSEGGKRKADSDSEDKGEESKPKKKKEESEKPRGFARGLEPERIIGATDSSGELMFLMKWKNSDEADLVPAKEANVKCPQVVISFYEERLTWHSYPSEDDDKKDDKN
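AlphaScreen: HP1-beta (50 nM) preformed 30 min with biotin-H3(1-18)K9me3 peptide (50 nM) in PBS pH 7.4, 0.01% Tween-20. Compound added for 30 min at RT, then streptavidin donor/nickel chelate acceptor beads (10 ug/mL) for 30 min.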
BAZ2B inh: inhibitors of human BAZ2B bromodomain; AlphaScreen BAZ2B-H3K14Ac peptide displacement; Potency, µM (titrated, usually from 114 µM), for inactives: at the highest dose activity change, negative = inhibition, most hits filed as inhibitors; hit rate 4.4% among 360,000; further: on the % scale 0 is the no-effect control and ±100 the full control effect; nearly all actives have a fitted effect of over 60% in size
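Inhibition is scored as reduced AlphaScreen emission. The BAZ2B/b-H3(5-23)K14Ac complex (50 nM each) in PBS pH 7.4, 0.01% Tween-20 meets compound (up to 110 uM) for 30 min at RT before bead addition.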
G9a block: blocks human histone lysine methyltransferase G9a; Q96KQ7; G9a H3K9 monomethylation, AlphaScreen, 2 h; Potency, µM (top dose mostly 102 µM), for the others: top-dose activity, negative = inhibition, hits mostly inhibitors; hit rate 8.8% among 350,000; AID 504332; further: on the % scale 0 is the no-effect control and ±100 the full control effect; nearly all actives have a fitted effect of over 75% in size
Target sequence (Q96KQ7 913-1193 limits assumed): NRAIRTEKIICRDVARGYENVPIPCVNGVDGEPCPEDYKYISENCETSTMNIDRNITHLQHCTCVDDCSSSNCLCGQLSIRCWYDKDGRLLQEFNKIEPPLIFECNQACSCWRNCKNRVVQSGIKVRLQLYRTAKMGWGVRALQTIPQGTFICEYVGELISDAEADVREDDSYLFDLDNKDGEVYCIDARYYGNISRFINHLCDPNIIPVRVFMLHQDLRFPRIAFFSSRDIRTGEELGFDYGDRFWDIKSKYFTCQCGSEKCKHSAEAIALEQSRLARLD
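G9a (20 nM) was preincubated 15 min with compound, then reacted 2 h at room temperature with 500 nM biotin-H3K9 peptide and 20 µM SAM. Monomethyl-H3K9 detected by AlphaScreen using anti-H3K9me1 antibody.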
GLS inhibitor: inhibitors of human glutaminase (GLS); GLS enzymatic activity, qHTS titration; Potency, µM (doses to about 45.5 µM), for the others: at the highest dose activity change, negative = inhibition, actives largely listed as inhibitors; hit rate 0.21% among 410,000; AID 624170; further: on the % scale 0 is the no-effect control and ±100 the full control effect
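Glutamate formation by hKGA was monitored fluorometrically using coupled glutamate oxidase, HRP and Amplex Red. Substrate was added as 1 mM L-glutamine solution; incubation was 30 min at RT after an initial read.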
The depositor's hits bear a star; i = inactive; u = inconclusive; x = no result given; [ ] = another dose, or the depositor's remark. Unless noted, the call rests on the fitted dose curve; in most records, active means well fitted curve in the direction sought with a large enough effect; inconclusive means small, poorly fitted or top-dose-only effect, or another doubt; inactive means no such curve, though single readings can be large; an effect the other way counts as inactive or inconclusive. Potency means the concentration at half of the fitted maximal effect.

smiles,Pin1 inh,G9a block,HP1b binding inh,GLS inhibitor,POLI inh,JMJD2A Tudor inh,PGK inhibitor,BAZ2B inh,BLM helicase inh
O=C(CSc1nc2ccccc2nc1N1CCCC1)Nc1ccc(Cl)cc1,17%,16%,47%[activator],1%,4%,8%,1%,18%,-4%
COc1ccc(C=O)cc1COc1ccc(C)cc1[N+](=O)[O-],-3%,u,32%,0%,7%,-21%,-5%,u,-1%
Cc1ccc(NC(=O)CSc2ncccn2)c([N+](=O)[O-])c1,6%,0%,13%,0%,8%,-24%,i,x,0%
CCN(CC)C(=O)[C@H]1C[C@H](CC(=O)NCCCn2ccnc2)C(=O)N2CCc3c([nH]c4cc(CCC(=O)N(C)C)ccc34)[C@]12C,2%,x,39%,-4%,-8%,-10%,-6%,x,x
O=C(/C=C/c1cccc(F)c1)Nc1cc(S(=O)(=O)N2CCOCC2)ccc1N1CCCC1,22%,-22%[59 µM],14%,17%,-1%,-26%,i,-10%,-3%
CC(=O)c1ccc(NC(=O)NC2CCCCCCC2)cc1,-2%,x,38%,-4%,24%,-4%,7%,-9%,-2%
O=C(COc1coc(CN2CCc3ccccc3C2)cc1=O)Nc1ccc(F)cc1F,-7%,8%[0.501 µM],34%,-1%,36%[activator],-18%,i,6%,x
COc1ccc(OCCNC(=O)c2ccccc2Cl)cc1,1%,-3%[2.33 µM],22%,0%,11%,-11%,i,1%,-2%
CCn1c(=O)cc(SCC(=O)N2CCN(C3CCCCC3)CC2)c2ccccc21,-15%,-6%[59 µM],24%,3%,17%,-11%,-2%,2%,-6%
CCOC(=O)C1CCN(Cc2cc(=O)oc3cc(C)ccc23)CC1,-2%,-5%,38%[activator],1%,6%,-10%,-11%,0%,1%
Cc1ccc(S(=O)(=O)N2C[C@@H]3[C@H]4CC[C@H](C4)[C@@H]3[C@@H](C)[C@@H]2c2cn(Cc3ccccc3)c3ccc(F)cc23)cc1,2%,x,7%,2%,-12%,-10%,-8%,x,x
O=C(c1ccc2c(c1)N(Cc1ccccc1)C(=O)c1ccccc1S2(=O)=O)N1CCN(c2ccccc2)CC1,8%,-39%[59 µM],18%,-4%,1%,-26%,x,u,-7%
CC(=O)CCc1c[nH]c2c(C(=O)O)cccc12,-3%,-1%[59 µM],25%,8%,-3%,-6%,1%,-5%,-1%
Cc1cc(NC(=S)NC(=O)CC(C)C)ccc1Br,4%,2%,12%,4%,-4%[58.9 µM],-14%,-1%,10%,0%
Cc1ccc(NC(=O)CSc2nc3c(sc4ccccc43)c(=O)n2CCCC(=O)NC2CCCC2)cc1C,-6%,13%[59 µM],31%,-6%,7%,1%,i,1%,-2%

Ordered by the number under GLS inhibitor (lowest first): four from the list above.
smiles,Pin1 inh,G9a block,HP1b binding inh,GLS inhibitor,POLI inh,JMJD2A Tudor inh,PGK inhibitor,BAZ2B inh,BLM helicase inh
CC(=O)c1ccc(NC(=O)NC2CCCCCCC2)cc1,-2%,x,38%,-4%,24%,-4%,7%,-9%,-2%
O=C(COc1coc(CN2CCc3ccccc3C2)cc1=O)Nc1ccc(F)cc1F,-7%,8%[0.501 µM],34%,-1%,36%[activator],-18%,i,6%,x
CCOC(=O)C1CCN(Cc2cc(=O)oc3cc(C)ccc23)CC1,-2%,-5%,38%[activator],1%,6%,-10%,-11%,0%,1%
CC(=O)CCc1c[nH]c2c(C(=O)O)cccc12,-3%,-1%[59 µM],25%,8%,-3%,-6%,1%,-5%,-1%

(continued)
smiles,Pin1 inh,G9a block,HP1b binding inh,GLS inhibitor,POLI inh,JMJD2A Tudor inh,PGK inhibitor,BAZ2B inh,BLM helicase inh
CCN(CC(=O)Nc1ccc(N2CCOCC2)cc1)C(=O)c1ccc(C#N)cc1,-1%,45µM*,6%,3%,152%[activator],-14%,8%,-9%,-8%
CC(NC(=O)Nc1nnc(C(F)(F)F)s1)(C(F)(F)F)C(F)(F)F,3%,-46%,32%,10%,8%,-10%,12%,-13%,-4%
O=C(Nc1ccccc1C(=O)O)C1=NN=CC1,-5%,50µM*,u,-5%,1%,-30%,-5%,-9%,-2%
Cc1cc([N+](=O)[O-])ccc1NC(=S)NC1CCCC1,5%,63%[activator],7%,0%,7%,-17%,-11%,-11%,-4%
CCN1CCN(C(=O)c2ccc(CSc3ccc(C)cc3)cc2)CC1,0%,u,0%,5%,2%,-32%,-7%[11.5 µM],-37%,0%
CC1=NC(C)(C)Cc2cc(C)c(C)cc21,-4%,-9%,19%,7%,76%[activator],-7%,2%,-11%,-10%
CCCNC(=O)C(Cc1ccccc1)NC(=O)c1ccc(C(C)(C)C)cc1 (stereo unspecified),-7%,7%[0.501 µM],25%,5%,6%,-14%,-2%,u,x
CCCOc1ccc(N2C(=O)CC(N3CCN(CCN=CC4=C(O)CC(C)(C)CC4=O)CC3)C2=O)cc1 (stereo unspecified),-2%,x,42%[activator],9%,85%[activator],3%,-1%,0%,0%
COc1ccc(C2C3=C(CCCC3=O)Nc3nc(SCc4ccc(C(=O)O)cc4)nn32)cc1OC (stereo unspecified),0%,-9%,23%,9%,6%,-18%,-1%,6%,0%
NC(=O)C1CCCN(C(=O)Nc2cccc3ccccc23)C1 (stereo unspecified),0%,u,24%,8%,6%,2%,i,2%,-1%
Cc1cc(NC(=O)CSc2nncn2-c2ccccc2)no1,2%,2%,23%,13%,-19%,-10%,-5%,-4%,-6%
C=CCc1cccc2cc(C(=O)NC3=C(C#N)CCC3)c(=O)oc12,-9%,2%[59 µM],16%,-3%,-2%,-9%,i,-1%,1%
CCn1cc(C(=O)N(C)Cc2ccccc2)c(=O)c2cc(S(=O)(=O)N3CCc4ccccc4C3)ccc21,20%,-33%[59 µM],21%,2%,20%,-21%,u,x,-3%
COC(=O)C1(C(F)(F)F)N=C(C(F)(F)F)Nc2ccc(Cl)cc21 (stereo unspecified),-4%,6%,36%,-1%,15%,-3%,12%,3%,-6%
Cc1cc(Oc2ccc(C#N)cc2)nc(N2CCOCC2)n1,5%,12%,41%[activator],3%,32%[activator],-3%,3%,-4%,1%

(cont.)
smiles,Pin1 inh,G9a block,HP1b binding inh,GLS inhibitor,POLI inh,JMJD2A Tudor inh,PGK inhibitor,BAZ2B inh,BLM helicase inh
CCOc1ncccc1C(=O)OCC(=O)NCCc1ccccc1,-11%,7%,25%,15%,5%,2%,1%,10%,-2%
Cn1c(=O)[nH]c(=O)c2c1nc(N1CCCCCC1)n2CCCSc1nc2ccccc2o1,2%,u,-22%,0%,-14%,-24%[57.1 µM],i,u,-1%
COc1ccc(NC(=O)CN(C)C(=O)CCCSc2nc3ccccc3[nH]2)cc1,-2%,u,15%,-2%,13%,0%,-1%,-3%,x
COc1cc(O)sc1C=Nc1ccc(Cl)cc1,-19%,u,11%,1%,-4%,u,-1%,-34%,-9%
C[C@@H](NC(=O)[C@@H]1Cc2ccccc2CN1)C(=O)NC1CCCC1,4%,u,21%,1%,18%,-29%,-9%,-29%,-1%
CCOC(=O)C(C)Oc1ccc(OCc2ccccc2)cc1 (stereo unspecified),0%,200%[activator],165%[activator],1%,44%[activator],117%[activator],4%,282%[activator],-4%
CC(C)S(=O)(=O)c1csc(C(=O)NN)c1Cl,1%,45µM*,32%,-21%,-20%[58.9 µM],-10%,-5%,-9%,-4%
COCCCNC(=O)c1cccc(S(=O)(=O)N2CC3(C)CC2CC(C)(C)C3)c1 (stereo unspecified),-1%,8%,50%[activator],0%,26%,-3%,-2%,-6%,x
Cc1ccc(C(=O)c2cn[nH]c2-c2ccccc2O)cc1,-6%,-3%,29%,28%,6%,-17%,-1%,4%,0%
CS(=O)(=O)c1ccc(Cl)c(C(=O)O)c1,0%,u,21%,-3%,16%,-9%,-9%,u,1%
Cc1ccc(S(=O)(=O)NNC(=O)Nc2cccc(F)c2)c(C)c1,3%,14%,11%,34%[activator],2%,-12%,3%,-3%,0%
COc1cc(S(=O)(=O)N(Cc2ccccc2)Cc2ccccn2)ccc1-n1cnnn1,3%,u,12%,-1%,-2%,-15%,-1%,2%,-4%
Cc1cc(O)c2c(C)c(CC(=O)NCc3ccccc3Cl)c(=O)oc2c1,-3%,0%[59 µM],41%[activator],-2%,29%,-8%,8%,-9%,1%
O=C(CSc1nc2ccccc2[nH]1)N1c2ccccc2Sc2ccccc21,u,45µM*,5%,-3%,-4%,u,-2%,u,-7%
Cc1cccn2c(=O)nc(SCC(=O)NCc3ccc4c(c3)OCO4)nc12,-8%,u,5%,-1%,45%[activator],-13%,-7%,-7%,x

Continuation:
smiles,Pin1 inh,G9a block,HP1b binding inh,GLS inhibitor,POLI inh,JMJD2A Tudor inh,PGK inhibitor,BAZ2B inh,BLM helicase inh
CCC(C(=O)OCC(=O)C1(O)CCC2C3CCC4=CC(=O)CCC4(C)C3C(O)CC21C)C(C)C (stereo unspecified),-1%,x,37%,-5%,3%,-3%,5%,x,x
COC(=O)COc1ccc(S(=O)(=O)NCc2cccnc2)cc1,-1%,-3%[59 µM],4%,0%,0%,-12%,i,-3%,-3%
O=S(=O)(Nc1nc2ccccc2nc1NCC1CCCO1)c1cccs1 (stereo unspecified),-8%,u,18%,15%,15%,2%,-1%,-6%,0%
CSc1cnc2c(=O)[nH]c(=O)n(C)c2n1,4%,1%,16%,1%,11%,-4%,-2%,3%,-11%
O=C(NC1CCN(C(=O)C2CCCCC2)CC1)c1ccccc1,4%,9%,8%,5%,u,-15%,0%,4%,-2%
Cn1cnc([N+](=O)[O-])c1Nc1ccccc1O,-2%,25µM*,30%,4%,-8%,u,-5%,12%,2%
CCOC(=O)C1CCN(c2cc3c(cc2NC(=O)c2ccccc2Br)n(C)c(=O)n3C)CC1,3%,x,5%,21%,48%[activator],u,0%,50µM*,-8%
Cc1cc(C(=O)CN2C(=O)c3ccccc3S2(=O)=O)c(C)n1C(C)C,-6%,-2%[2.33 µM],-26%,11%,-4%,-34%,-4%,u,x
COc1ccc(C(=O)N2CCC(C(=O)c3ccc(F)cc3)CC2)cc1,-7%,7%[59 µM],21%,-1%,22%,-13%[57.1 µM],i,-3%,1%

Not all compounds are listed; count on the stated rates, not on these rows.
